# Assay outcomes from PubChem.
# APJ ag – agonists of human APJ apelin receptor; CHO-K1 APJ PathHunter beta-arrestin, luminescence; 0% DMSO wells, 100% apelin; activation, % at 20 µM; actives 0.11% (n = 330,000);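 active means activation more than six SD over the plate average, tested at 20 µM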;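 further: 0% = DMSO alone and 100% = apelin-13 at 10 nM; some results filed as inactive read as strong as hits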
# Target sequence (P35414 whole entry, looked up): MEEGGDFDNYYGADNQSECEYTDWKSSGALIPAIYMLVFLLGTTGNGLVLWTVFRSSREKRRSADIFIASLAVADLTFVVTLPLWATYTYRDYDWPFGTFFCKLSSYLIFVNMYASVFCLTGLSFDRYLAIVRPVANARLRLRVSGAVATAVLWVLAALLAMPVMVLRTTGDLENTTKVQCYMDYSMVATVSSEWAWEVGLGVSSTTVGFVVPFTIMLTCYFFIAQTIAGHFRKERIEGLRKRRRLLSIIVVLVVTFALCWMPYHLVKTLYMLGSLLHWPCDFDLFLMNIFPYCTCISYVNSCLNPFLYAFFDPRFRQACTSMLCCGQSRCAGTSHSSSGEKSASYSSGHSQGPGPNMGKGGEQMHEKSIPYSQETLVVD
#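 Test system: CHO-K1 APJ beta-arrestin complementation cell line. Amount: cell density 1000 per well. Controls: DMSO negative, 10 nM Apelin-13 positive. Signal: luminescent beta-gal fragment complementation, chemiluminescent substrate. Read-out basis: agonist-driven arrestin binding to APJ. Timing: compound stimulation 90 min at 25 °C, detection 60 min.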
# NR3A LBD binder – modulators (binders) of human NR3A ligand-binding domain. NR3A LBD differential scanning fluorimetry, Tm shift; 0% = protein alone, 100% = glycine-bound protein. Tm shift relative to glycine control, % at 25 µM. actives 2.5% (n = 340,000). AID 1259313;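 active means melting temperature shift of at least 10% of the positive control shift, at one fixed dose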
# MPTP block – blocks calcium-induced mitochondrial swelling | isolated mouse mitochondria, Ca2+ swelling absorbance, 30 min | inhibition, % at 10 µM | actives 1.4% (n = 360,000) | AID 602449;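 active means inhibition of 50% or more, scaled per plate between neutral and stimulator controls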;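 further: 0% = DMSO wells given calcium and 100% = 1 mM EGTA wells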
# tim10-1 inh – inhibits growth of tim10-1 mutant yeast. actives 2.2% (n = 330,000). inhibition, % at 20 µM. S. cerevisiae tim10-1 ts strain growth, BacTiter-Glo, 24 h;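 active means inhibition of at least 40%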;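 further: mutant grown at 25 °C; 0% = DMSO wells with yeast and 100% = wells holding no yeast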
# tim23-1 inh – inhibits growth of tim23-1 mutant yeast; AID 463212; inhibition, % at 20 µM; actives 1.3% (n = 330,000); S. cerevisiae tim23-1 growth, BacTiter-Glo luminescence, 24 h;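 active means growth inhibition of the mutant yeast at or above 50%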;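 further: temperature-sensitive mutant grown at 25 °C; plate controls were DMSO-treated mutant yeast for no effect and medium wells lacking yeast for full effect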
# APJ antagonist – APJ receptor antagonism; AID 2521; CHO-K1 APJ beta-arrestin complementation, luminescence; actives 0.32% (n = 330,000); inhibition, % at 20 µM;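 active means inhibition above about 40% at 20 µM, limit read from the data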;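 further: cells challenged with 10 nM apelin-13 agonist together with compound; plate controls were apelin-13 plus DMSO wells for no effect and DMSO wells lacking apelin-13 for full effect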
# TIM10 inh – growth inhibitors of TIM10 yeast strain | S. cerevisiae TIM10 strain growth, BacTiter-Glo luminescence, 24 h | inhibition, % at 10 µM | actives 1.4% (n = 330,000) | AID 463195;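 active means inhibition of 40% or more at the single tested concentration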;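 further: wild-type TIM10 isogenic control strain grown at permissive 25 °C; 0% = DMSO yeast wells and 100% = minimal medium wells without yeast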
# NALP3 yeast inh – inhibitors of NALP3 inflammasome in yeast; Yeast reconstituted NLRP3/ASC/caspase-1, beta-gal luminescence, 24 h; inhibition, % at 10 µM; actives 0.39% (n = 330,000);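 active means inhibition of 50% or more; inactive means inhibition below 50%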;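 further: plate controls were induced DMSO wells for no effect and uninduced yeast grown without galactose for full effect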
# MIN6 prolif – MIN6 beta-cell proliferation induction; actives 0.29% (n = 330,000); MIN6 cells proliferation, ATPlite luminescence, 48 h; cells starved in 0.2% serum; 100% = growth in 10% serum; proliferation, % at 10 µM;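 active means compounds whose signal lies at least 3.5 SD above the mean of all wells on their plate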;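 further: 0% = DMSO-treated cells in low-serum medium and 100% = 10% serum control; some compounds called inactive have numbers as strong as hits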
# Active calls of the source: *.
SMILES,APJ ag,NR3A LBD binder,MPTP block,tim10-1 inh,tim23-1 inh,APJ antagonist,TIM10 inh,NALP3 yeast inh,MIN6 prolif
Cc1ccc2c(c1)c1c(n2CC(O)CN2CCCCCC2)CCCC1 (stereo not drawn),1.7,2.8,1.1,8.1,-19.3,-8.7,-5.2,16.3,-5.8
CC(C)c1ccc(NC(=O)Nc2cc3sccc3n2C)cc1,0.0,-2.3,-0.1,42.2*,27.5,-8.3,17.7,24.9,-1.9
O=C(CN(C(=O)CCC(=O)Nc1nccs1)c1ccccc1F)NCCc1ccccc1,0.3,-2.3,0.7,-3.1,-11.9,-13.7,-15.1,2.7,0.0
O=C(NCc1ccccc1)c1ccc(S(=O)(=O)C(F)F)cc1,2.8,2.1,-0.4,21.3,14.0,8.2,-3.0,14.0,0.0
O=[N+]([O-])c1cccc(/C=N/N2CCN(Cc3ccc(Cl)cc3)CC2)c1,2.2,-6.0,2.1,3.3,22.4,-13.9,19.1,1.9,0.2
CSc1ccc(S(=O)(=O)NCC(=O)OCC(=O)N2CCCCC2C)cc1[N+](=O)[O-] (stereo not drawn),-1.1,0.6,-1.9,-10.3,-3.4,13.8,7.5,24.5,-2.5
Cc1cc(NC(=O)CSc2nc3[nH]c(=O)cc(O)c3s2)ccc1Br,-1.3,-0.4,-0.4,-5.5,21.6,12.7,-13.9,21.3,-3.5
CCOC(=O)Cn1c(-c2cccnc2Cl)nc2ccccc21,-1.0,2.0,-1.0,-0.3,-3.4,5.2,-3.6,13.6,-0.7
COc1ccc(C2(O)C(=O)Nc3ccccc32)cc1 (stereo not drawn),-4.3,-0.1,-0.6,9.7,-6.9,-26.4,-7.3,7.7,-2.9
COc1cc(NS(=O)(=O)c2ccc3c(c2)n(C)c(=O)n3C)cc(OC)c1,-3.5,-2.3,-3.6,13.8,-0.1,17.8,-0.1,-0.6,-2.8
CN1CCN(c2ccc([N+](=O)[O-])cc2C(=O)c2ccc(Cl)cc2)CC1,-3.3,4.2,-1.5,24.7,12.3,4.5,2.0,7.5,1.5
CC(NC(=O)CCNC(=O)c1ccco1)c1ccc(F)cc1 (stereo not drawn),-1.0,0.6,-1.7,-8.7,1.2,-6.4,9.3,6.7,-2.8
NC(=O)CSc1nnc(-c2ccncc2)n1-c1ccc(Cl)cc1,-4.9,-0.6,-1.0,-21.6,-7.9,-59.6,-4.7,16.5,4.0
CN(C)S(=O)(=O)c1cc(NC(=O)CSc2nn(-c3ccc(Cl)cc3)c(=S)s2)ccc1Cl,-1.8,16.5*,69.9*,23.5,15.2,4.0,-9.5,-12.9,0.0
CCN(CC)S(=O)(=O)c1ccc(OCC(=O)NC(=O)Cc2ccccc2)c([N+](=O)[O-])c1,11.6*,2.8,0.5,7.7,13.5,-137.1,-0.9,17.8,-2.6
CC(=O)c1c(C)c(C)c2n1CCn1c(C)ccc1-2,-1.8,1.5,5.9,-9.5,12.7,8.8,-8.0,-2.2,-0.1
Nc1ccc2nc(-c3cccnc3)[nH]c2c1,2.4,-0.1,6.8,-12.5,-20.9,-19.0,-6.3,-16.1,-2.5
COc1ccc(N(C)S(=O)(=O)c2cccc(C(=O)Nc3nc4ccccc4[nH]3)c2)cc1,2.8,-4.9,-1.8,40.7*,34.7,3.8,38.2,9.7,-5.4
CCn1c(SCC(=O)NCCc2ccc(F)cc2)nnc1-c1cccs1,-4.3,0.4,-3.2,24.6,-7.3,2.6,2.9,-0.9,-0.3
O=C(NCc1ccco1)c1cnn2c(C(F)(F)F)cc(-c3ccco3)nc12,-5.0,-0.2,-1.2,7.2,14.1,22.0,20.7,14.8,1.1
COCCNc1nc(Cl)c(C#N)s1,-2.9,0.3,2.0,10.9,7.7,-3.7,5.5,17.0,-2.9
CC1CCN(C(=O)C2CCN(S(=O)(=O)c3ccc(-n4cnnn4)cc3)CC2)CC1,-2.1,-1.8,1.0,-5.5,-4.2,6.7,-12.8,9.6,0.0
CN(C)C1(CNC(=O)c2cccc(S(=O)(=O)NCc3ccccc3)c2)CCCCC1,-3.6,0.3,-1.0,-6.1,-9.8,-3.0,-12.3,2.3,-1.4
COc1cc(OC)c(NC(=O)CCNC(=O)Cn2cnc3ccccc3c2=O)cc1Cl,-2.0,2.4,-1.0,13.3,0.1,2.4,3.1,1.7,-1.8
O=S(=O)(c1ccc2c(c1)oc1ccccc12)N1CCOCC1,-3.5,-1.3,-0.2,6.5,15.4,-1.2,14.1,20.3,1.0
# New compounds follow.
SMILES,APJ ag,NR3A LBD binder,MPTP block,tim10-1 inh,tim23-1 inh,APJ antagonist,TIM10 inh,NALP3 yeast inh,MIN6 prolif
CC(C)c1cccc(C(C)C)c1NC(=O)CNCC(O)c1ccccc1 (stereo not drawn),-4.1,0.5,2.2,24.9,11.7,13.9,9.3,9.2,5.5
CC(Oc1ccc2ccc(=O)oc2c1)C(=O)NCCCn1ccnc1 (stereo not drawn),0.0,0.4,1.5,-4.5,0.1,10.5,-7.3,22.0,-2.8
CN(C(=O)Nc1ccc(Cl)cc1)n1cnc2ccccc2c1=O,-2.0,-1.5,55.1*,-6.0,3.2,3.0,6.3,23.3,-0.5
CCOC(=O)CSc1nc2cc3c(cc2cc1C#N)OCCO3,0.0,1.1,0.3,-1.7,-4.9,-8.6,8.0,9.1,-0.3
O=C(Cc1cccc2ccccc12)Nc1ccc(Br)cc1C(=O)O,-0.3,-1.0,16.0,-4.5,3.1,11.7,-0.4,10.1,1.4
CCOc1cc(N2CCOCC2)c(OCC)cc1NC(=O)c1ccc2ncsc2c1,0.2,-1.3,-0.3,-23.0,6.6,-16.3,2.4,22.7,-2.4
CCC(=O)NC(=S)Nc1cccc(NC(=O)c2ccccc2C)c1,1.1,-0.3,0.0,39.2,35.9,-4.1,8.8,4.2,-1.4
COc1ccc(Cc2nc(C(=O)Nc3ccc(Cl)cc3)cs2)cc1,-4.4,-7.5,21.4,26.9,24.3,4.2,46.7*,11.5,-6.4
Cc1ccc(N=Nc2ccc(O)c3ncccc23)cc1C,-12.9,-5.7,4.2,37.9,17.8,52.6*,-0.2,5.5,-5.3
C=CCN(c1ccc(F)cc1)S(=O)(=O)c1cc(C(=O)NC2CCC(O)CC2)ccc1Cl (stereo not drawn),-1.8,-1.0,-0.5,7.7,22.6,8.1,3.9,2.9,-0.3
O=C(OC(C(=O)NCc1ccccc1)c1ccccc1F)c1ccco1 (stereo not drawn),3.6,-0.9,-2.3,-8.0,11.7,11.1,2.6,13.9,-1.3
Cc1ccc(OC(=O)c2ccccc2P(=O)(O)O)cc1,-4.3,0.5,0.3,-13.9,-8.4,4.7,-8.5,2.7,-0.1
Cc1ccc(S(=O)(=O)N(CC(=O)Nc2ccccc2C(=O)O)c2ccc(Cl)cc2)cc1,-1.8,-16.7,-2.0,18.1,18.3,0.9,8.9,15.2,-0.7
C=CCn1c(SCC(=O)Nc2cc(C)nn2-c2ccccc2)nnc1C1CCCCC1,3.5,-0.3,-1.3,20.2,10.2,-5.3,-1.9,-10.0,-0.1
CC1CCCCC12NC(=O)N(CC(=O)Nc1ccc(N3CCOCC3)cc1)C2=O (stereo not drawn),2.9,-3.0,1.0,-2.1,-0.1,8.9,-1.8,15.1,-1.0
CC(C)(C)c1ccc(Cn2cnc(-c3ccc([N+](=O)[O-])cc3)c2)cc1,-2.3,6.6,21.6,22.5,29.8,-10.5,27.9,11.5,0.0
Cc1ccc(NC(=O)CC(N)=S)cc1,-2.5,0.4,2.7,0.6,6.3,18.7,5.9,9.8,0.3
CSCC(=O)N1CCCC(CO)(Cc2ccccc2C)C1 (stereo not drawn),1.1,-1.2,-2.6,8.7,17.1,4.8,-6.5,30.0,1.7
Cc1ccc(Cl)c(OCC(=O)NCC(c2cccs2)N2CCOCC2)c1 (stereo not drawn),6.8,-2.2,0.6,14.6,15.3,-2.8,8.6,37.2,3.8
COc1ccc(N2CCN(Cc3nc(N)nc(N4CCCc5ccccc54)n3)CC2)cc1,-1.7,-0.6,-1.5,40.4*,22.4,-2.4,15.6,-3.0,-1.3
CCn1c(C)nc([N+](=O)[O-])c1C(=O)O,0.2,0.0,0.2,15.2,7.5,-31.2,-4.1,4.4,-1.7
CC1CCCCC1NC(=O)COC(=O)c1ccc(S(=O)(=O)N2CCOCC2)cc1 (stereo not drawn),4.8,-1.6,-0.1,24.8,1.4,-20.7,-1.7,10.9,-1.6
COc1cc(C(CCN2CCCC2)c2c(OC)cc(OC)c3c(C)cc(=O)oc23)cc(OC)c1OC (stereo not drawn),-1.9,-1.1,4.3,-12.7,1.0,-4.7,-6.8,19.4,-2.7
O=C(NC1CCCCC1)c1ccc(CNc2c(N3CCOCC3)c(=O)c2=O)cc1,-3.8,0.4,-0.9,9.7,16.9,2.9,-4.5,16.3,-2.7
Cn1c(=O)[nH]c(=O)c2c1nc(SCC(=O)O)n2Cc1ccccc1,-1.2,0.1,-1.0,-2.0,8.6,14.3,-4.7,19.0,-1.6
# (listing goes on)
SMILES,APJ ag,NR3A LBD binder,MPTP block,tim10-1 inh,tim23-1 inh,APJ antagonist,TIM10 inh,NALP3 yeast inh,MIN6 prolif
Cc1ccc(S(=O)(=O)N(C)c2ccc(OCC(=O)Nc3cccc(-n4cnnn4)c3C)cc2)cc1,-2.4,0.5,0.3,6.9,15.7,-13.7,-9.9,11.4,-0.6
O=C(Nc1cc(Cl)ccc1Oc1ccccc1)c1ccc(F)cc1,-3.4,1.6,3.4,35.3,36.8,7.0,29.4,-1.3,0.0
COc1ccc(N2CCN(C(=O)CSc3nnc4ncccn34)CC2)cc1,-2.8,1.3,-2.0,4.9,0.5,10.6,-18.2,-11.6,-0.8
COc1ccccc1CNC(=O)CCNS(=O)(=O)c1cc(Br)cnc1N,3.9,0.0,-0.5,1.2,0.8,1.9,11.1,6.5,-1.8
COc1cc(OC)cc(C(=O)N[C@H](C(=O)NCc2cccs2)C(C)C)c1,0.4,-0.4,0.4,13.2,11.8,1.4,5.7,-24.4,-1.0
CC(/C=C/c1ccccc1)=N/O,-4.0,0.0,0.1,21.6,10.0,-5.0,0.4,12.8,0.0
CCC(C)N(C)C(=O)c1cc2ccccc2c(-c2ccccc2Cl)n1 (stereo not drawn),-2.9,-0.6,0.7,24.0,29.0,0.3,2.2,-4.6,1.7
COc1ccc(CCNC(=O)c2cnc3n(c2=O)CCS3)cc1OC,-1.3,-0.2,-0.3,5.7,-9.8,19.5,-0.1,9.0,-0.3
Cc1nn(-c2ccccc2)c(Cl)c1C(=O)Nc1ccc(N2CCOCC2)cc1,-0.9,-0.3,0.1,-12.4,-2.5,-9.8,5.4,22.8,-2.1
CCOc1cc(/C=N/Nc2cccc(C(=O)O)c2)ccc1OC(=O)c1ccccc1,-3.8,-1.8,-0.4,29.3,18.9,-11.8,20.2,17.4,-2.7
O=C(/C=C/c1ccccc1)NCC1(c2ccccc2)CCOCC1,-6.2,0.2,4.0,17.9,26.1,-2.8,15.8,8.2,-2.6
Cc1ccc(Cn2ccc(NC(=O)c3cc(-c4ccccc4)on3)n2)cc1,-5.4,-11.3,2.4,2.7,-3.5,1.4,-8.9,-2.1,-1.3
COc1ccc(CCNC(=O)c2ccc3c(c2)S(=O)(=O)N=C2CCCCCN23)cc1,-2.0,0.3,-1.2,10.0,4.7,8.7,5.5,12.3,1.2

# Reformatted with two lines to a compound: part of the list above
# The line under a structure holds: APJ ag	NR3A LBD binder	MPTP block	tim10-1 inh	tim23-1 inh	APJ antagonist	TIM10 inh	NALP3 yeast inh	MIN6 prolif
- O=C(Nc1cc(Cl)ccc1Oc1ccccc1)c1ccc(F)cc1
→ -3.4	1.6	3.4	35.3	36.8	7.0	29.4	-1.3	0.0
- COc1ccc(N2CCN(C(=O)CSc3nnc4ncccn34)CC2)cc1
→ -2.8	1.3	-2.0	4.9	0.5	10.6	-18.2	-11.6	-0.8
